Apoferritin bind: qHTS Assay for Identification of Novel General Anesthetics; AID 485281, 2010; apoferritin/1-aminoanthracene competitive binding, fluorescence; Potency, µM (series often up to 77.5 µM), inactives show at the highest dose activity change, negative = displacement, actives largely listed as inhibitors; 350,000 compounds, 0.074% hits; note: % is set by controls: 0 for no effect and ±100 for the full control effect; nearly all actives have a fitted effect of over 20% in size
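In PBS, apoferritin at 10 uM is loaded with 1-AMA from a 50% saturated solution. After 10 min of compound exposure at ambient temperature, reduced 535 nm fluorescence indicates probe displacement.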
BLM helicase inh: qHTS Assay for Inhibitors of Bloom's syndrome helicase (BLM); Potency, µM (top dose mostly 56.1 µM), inactives show at the highest dose activity change, negative = inhibition, usual class: inhibitors; recombinant BLM DNA unwinding, fluorescence dequenching; RecQ-like DNA helicase BLM (Homo sapiens), P54132; AID 2528, 2010; 350,000 compounds, 0.2% hits;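 note: plate controls were vehicle for no effect and no enzyme for full effect; nearly all actives have a fitted effect of over 35% in size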
BAZ2B block: qHTS Assay for Inhibitors of BAZ2B. AlphaScreen BAZ2B-H3K14Ac peptide displacement. Potency, µM (series often up to 114 µM), for the others: at the top dose activity change, negative = inhibition, most hits filed as inhibitors. 360,000 compounds, 4.4% hits; note: % is set by controls: 0 for no effect and ±100 for the full control effect; nearly all actives have a fitted effect of over 60% in size
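BAZ2B (50 nM) with biotin-H3(5-23)K14Ac peptide (50 nM) in PBS pH 7.4, 0.01% Tween-20, preformed 30 min, then compound 30 min at room temperature; top concentration 110uM. AlphaScreen streptavidin donor/nickel chelate acceptor beads (10 ug/mL final), 20 min dark, signal read.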
APE1 inh: qHTS Assay for Inhibitors of the Human Apurinic/apyrimidinic Endonuclease 1 (APE1) | Potency, µM (titrated, usually from 65.8 µM), without a hit: at the top dose activity change, negative = inhibition, usual class: inhibitors | recombinant APE1, TAMRA/BHQ-2 abasic DNA cleavage fluorescence | AID 2517, 2012 | 350,000 compounds, 0.35% hits;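 note: plate controls were vehicle for no effect and reference inhibitor for full effect; nearly all actives have a fitted effect of over 55% in size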
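Enzyme (0.75 nM final) and test compound are incubated 15 min at room temperature before adding 50 nM quenched THF abasic-site duplex. Cleavage dequenches TAMRA, followed at 525/598 nm over three reads one minute apart.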
POLB inh: qHTS Assay for Inhibitors of DNA Polymerase Beta | Pol beta primer extension/strand displacement, fluorescence kinetic | P06746 | Potency, µM (highest dose often 114 µM), inactives show at the highest dose activity change, negative = inhibition, usual class: inhibitors | 340,000 compounds, 1.3% hits; note: % is set by controls: 0 for no effect and ±100 for the full control effect
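Values derive from four-parameter Hill fits of normalized kinetic data: reads at 0 and 10 min following addition of 50 nM substrate to 10 nM Pol beta preincubated 15 min with compound.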
Pol iota inh: qHTS for Inhibitors of Polymerase Iota; DNA polymerase iota (Homo sapiens), Q9UNA4; Pol iota fluorescent replication assay, 10 min; Potency, µM (series often up to 115 µM), for inactives: top-dose activity, negative = inhibition, usual class: inhibitors; 390,000 compounds, 1% hits
Target sequence (Q9UNA4 whole entry, looked up): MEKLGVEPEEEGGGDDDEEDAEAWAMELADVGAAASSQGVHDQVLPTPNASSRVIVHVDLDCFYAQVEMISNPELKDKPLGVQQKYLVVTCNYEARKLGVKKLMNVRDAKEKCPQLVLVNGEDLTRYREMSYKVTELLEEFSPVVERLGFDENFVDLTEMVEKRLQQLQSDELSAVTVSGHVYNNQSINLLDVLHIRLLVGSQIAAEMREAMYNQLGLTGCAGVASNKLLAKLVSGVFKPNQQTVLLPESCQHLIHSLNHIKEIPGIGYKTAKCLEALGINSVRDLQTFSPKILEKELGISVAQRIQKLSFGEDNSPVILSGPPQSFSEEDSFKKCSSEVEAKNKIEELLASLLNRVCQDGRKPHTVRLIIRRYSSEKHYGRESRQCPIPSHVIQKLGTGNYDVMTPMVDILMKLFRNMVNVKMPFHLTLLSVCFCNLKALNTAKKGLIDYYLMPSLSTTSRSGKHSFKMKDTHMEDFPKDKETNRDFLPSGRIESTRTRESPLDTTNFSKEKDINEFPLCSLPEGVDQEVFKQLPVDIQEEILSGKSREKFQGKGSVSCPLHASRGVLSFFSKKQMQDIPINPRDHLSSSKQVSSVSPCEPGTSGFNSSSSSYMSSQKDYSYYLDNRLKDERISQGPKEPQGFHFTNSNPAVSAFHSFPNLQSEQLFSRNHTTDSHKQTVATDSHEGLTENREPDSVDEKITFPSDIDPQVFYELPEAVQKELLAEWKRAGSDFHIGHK
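Fluorescent replication assay read twice, at 0 min and 10 min after adding 50 nM (final) substrate. Enzyme (10 nM) and compounds were first incubated 15 min at room temperature; enzyme-free buffer wells were negative controls.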
POLH inh: qHTS for Inhibitors of Polymerase Eta; 390,000 compounds, 1.2% hits; recombinant Pol eta, fluorescent DNA replication assay; AID 588591, 2011; DNA polymerase eta (Homo sapiens), Q9Y253; Potency, µM (highest dose often 114 µM), without a hit: at the top dose activity change, negative = inhibition, actives largely listed as inhibitors; note: % is set by controls: 0 for no effect and ±100 for the full control effect
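Pol eta (10 nM) was preincubated with compounds for 15 min at room temperature, after which fluorescent replication substrate (50 nM final) was added to start the reaction. Fluorescence was read kinetically at 0 and 10 min.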
G9a inh: qHTS Assay for Inhibitors of Histone Lysine Methyltransferase G9a; 350,000 compounds, 8.8% hits; G9a H3K9 monomethylation, AlphaScreen, 2 h; Histone-lysine N-methyltransferase EHMT2 (Homo sapiens), Q96KQ7; Potency, µM (top dose mostly 102 µM), without a hit: at the highest dose activity, negative = inhibition, usual class: inhibitors; AID 504332, 2011; note: % is set by controls: 0 for no effect and ±100 for the full control effect; nearly all actives have a fitted effect of over 75% in size
Target sequence (Q96KQ7 913-1193 limits assumed): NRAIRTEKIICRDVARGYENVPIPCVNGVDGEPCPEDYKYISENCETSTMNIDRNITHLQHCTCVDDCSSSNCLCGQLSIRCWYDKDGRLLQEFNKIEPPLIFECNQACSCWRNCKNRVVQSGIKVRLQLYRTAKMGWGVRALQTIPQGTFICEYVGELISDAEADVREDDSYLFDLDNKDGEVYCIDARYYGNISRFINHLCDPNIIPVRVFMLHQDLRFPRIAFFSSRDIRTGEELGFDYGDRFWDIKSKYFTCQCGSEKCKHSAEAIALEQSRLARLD
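Readings reflect AlphaScreen signal from monomethyl-H3K9 antibody detection. HMT at 20 nM; substrate b-H3K9 500 nM; cofactor SAM 20 uM; 2 h RT reaction; compounds tested as titrations in qHTS with 15 min preincubation.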
Pol kappa inh: qHTS for Inhibitors of Polymerase Kappa; DNA polymerase kappa (Homo sapiens), Q9UBT6; purified Pol kappa, fluorescent DNA synthesis assay, 10 min; Potency, µM (series often up to 107 µM), inactives show top-dose activity, negative = inhibition, hits mostly inhibitors; 400,000 compounds, 0.53% hits; AID 588579, 2011; note: % is set by controls: 0 for no effect and ±100 for the full control effect
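Kinetic fluorescence readout at 0 and 10 min followed reaction start with substrate at 50 nM final. Beforehand, enzyme (10 nM Pol kappa) stood 15 min with compound at room temperature; buffer-only wells were negative controls.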
The depositor's hits bear a star; ? = inconclusive; / = not tested or not shown; & = joins results of further samples; [ ] = remark or other dose. Calls come from the whole dose curve; as a rule, active = well fitted curve in the direction sought with a large enough effect; inconclusive = small, poorly fitted or top-dose-only effect, or another doubt; inactive = no such curve, though single readings can be large; an effect the other way counts as inactive or inconclusive. Potency is the fitted concentration of half-maximal effect. A portion of the library; rates above refer to the full screens.

| molecule | Apoferritin bind | BLM helicase inh | BAZ2B block | APE1 inh | POLB inh | Pol iota inh | POLH inh | G9a inh | Pol kappa inh |
| --- | --- | --- | --- | --- | --- | --- | --- | --- | --- |
| O=C(COC(=O)c1nn(-c2ccccc2)c(=O)c2ccccc12)NC1CCS(=O)(=O)C1 (centres undefined) | -6% | -1% | / | 1% | 13% | 17% | -7% | ? | -6% |
| COc1ccccc1CNC(=O)c1ccc(NC(=O)N2CC(C)Sc3ccccc32)cc1 (centres undefined) | -4% | -7% | -8% | / | -3% | 5% | -14% | 8%[59 µM] | -14% |
| COc1cc2c(cc1OC)CN(c1ccc(C(F)(F)F)cn1)CC2 | 1% | -8% | 3% | 25% | 23% | 33%[activator] | -26% | -25% | -17% |
| O=C(COC(=O)Cc1c(F)cccc1Cl)NCCC1=CCCCC1 | -20% | -1% | 12% | 1% | 11% | 9% | -18% | 21%[59 µM] | -3% |
| COc1ccc(CC(C)N2CCN(c3ccccc3OC)CC2)cc1OC (centres undefined) | 4% | 0% | -30% | -3% | ? | -14% | -11% | -12%[59 µM] | 11% |
| COc1cc(NC(=O)COC(=O)[C@@H]2CCCN2S(=O)(=O)c2ccc(Cl)cc2)cc(OC)c1OC | -18% | -8% | -6% | -10% | 26% | 5% | -13% | ? | -11% |
| CCOc1ccc(NC(=O)c2ccccc2OCC(=O)c2ccccc2)cc1 | -18% | -8% | -1% | 0% | 0% | 15% | -5% | 10% | -6% |
| CCOc1ccccc1CNC(=O)c1cccn1-c1nnc(N2CCCCC2)s1 | 4% | 1% | -26% | / | -23% | -10% | -10% | -18%[59 µM] | -1% |
| CCNc1nc(SC(C)C(=O)OC)nc(N2CCOCC2)n1 (centres undefined) | -6% | -1% | / | -1% | -1% | 9% | -3% | -32%[59 µM] | -4% |
| CS(=O)(=O)Nc1cccc(-c2nccc(NCc3ccccc3)n2)c1 | -20% | -1% | / | 1% | / | / | / | / | -2%[60.1 µM] |
| O=C(Nc1cc2c(cc1C(=O)c1ccccc1Br)OCCO2)c1cccc(Cl)c1 | -9% | 0% | -14% | / | -14% | -7% | -3% | -1%[59 µM] | -25% |
| CSc1nc(C)c2c(n1)N(c1ccc(O)cc1)CC2 | -23% | -2% | ? | ? | ? | ? | 35µM* | ? | -33% |
| CCOc1ccccc1NC(=O)C1CCN(S(=O)(=O)c2ccc3c(c2)CC(C)N3C(C)=O)CC1 (centres undefined) | -9% | 2% | -11% | / | 7% | 13% | -18% | 1%[59 µM] | 5% |
| CN1C(=O)NC(c2ccccc2)C2=C1CN(c1ccc3ccccc3c1)C2=O (centres undefined) | -14% | -21% | -26% | 0% | -10% | 9% | 11µM* | ? | -4% |
| CCn1cc(C2=NOC(C(=O)Nc3ccc4c(c3)OCO4)C2)c(C)n1 (centres undefined) | -10% | -1% | 14% | 15% | -2% | -8% | -2% | 1%[2.33 µM] | -4% |
| O=C(c1ccc(CSc2nc3ccncc3n2Cc2cccc(F)c2)cc1)N1CCCCC1 | ? | 0% | 2% | / | 0% | 8% | 0% | -3%[59 µM] | -11% |
| O=C(COc1ccc(S(=O)(=O)NC2CCCCC2)cc1)NCc1ccccn1 | 7% | -5% | -4% | -6% | 0% | 33%[activator] | -1% | -34% | -14%[60.1 µM] |
| COc1ccc(-c2nnc(SCC(=O)N3CCc4ccccc4C3)o2)cc1 | ? | -7% | -30% | -2% | -22% | 49%[activator] | -8% | -23%[12.7 µM] | -9% |
| Cc1ccc(-c2noc(CCC(=O)NC3CCCC3)n2)cc1 | -9% | 0% | 13% | 0% | 35% | 30% | -9% | 19% | -20% |
| Nc1ncccc1OCc1ccc(Br)cc1 | ? | -3% | ? | -1% | 7% | 122%[activator] | -14% | -3% | -1% |
| CCCCC(=O)NC(c1ccc(N(C)C)cc1)c1ccc2cccnc2c1O (centres undefined) | -16% | -6% | 20µM* | 19% | 18% | 12% | -12% | 40µM* | 3% |
| CCOc1ccccc1C1C(C(=O)Nc2ccccc2OC)=C(C)Nc2nnnn21 (centres undefined) | -11% | -2% | 3% | -5% | -3% | -11% | -16% | 24%[59 µM] | -7% |
| CC(=O)N1CCOc2ccc(S(=O)(=O)N3CCC(C(=O)NCc4ccc(F)cc4)CC3)cc21 | -5% | -1% | -7% | 39%[activator] | 41% | -29% | -5% | 17%[59 µM] | 1% |
| Cn1c(N)c(C(=O)COC(=O)Cc2ccsc2)c(=O)n(C)c1=O | 11% | -2% | 32%[activator] | -3% | 3% | 17% | 6% | 45µM* | -14% |

Later entries
Screens by letter: A = Apoferritin bind; B = BLM helicase inh; C = BAZ2B block; D = APE1 inh; E = POLB inh; F = Pol iota inh; G = POLH inh; H = G9a inh; I = Pol kappa inh
> CC1=C(c2ccc(C)cc2)S(=O)(=O)N(Cc2ccc(C(=O)NCc3ccccc3F)cc2)C1=O
  A: -13%	B: -8%	C: -7%	D: /	E: 28%	F: -1%	G: /	H: 10%[59 µM]	I: 3%

> COC(=O)c1cc(C(=O)Nc2ccc(S(=O)(=O)NC(C)(C)C)cc2)cc([N+](=O)[O-])c1
  A: -6%	B: -13%	C: 12%	D: 6%	E: 3%	F: 151%[activator]	G: -11%	H: 30%[59 µM]	I: -2%

> CC(C)(C)c1ccc(-c2noc(CNC(=O)c3ccco3)n2)cc1
  A: ?	B: -12%	C: -20%	D: 76%[activator][12.4 µM]	E: -10%	F: 59%[activator]	G: ?	H: 9%[59 µM]	I: -5%

> C=CCn1c(COc2ccc(Cl)cc2)nnc1SCC(=O)N/N=C/c1cccc(O)c1
  A: ?	B: -3%	C: 4%	D: -2%	E: 2%	F: 2%	G: ?	H: 55%[activator][59 µM]	I: -9%

> Cc1ccc(OCC(=O)Nc2nnc(S(=O)(=O)N3CCC(C)CC3)s2)cc1
  A: 1%	B: -20%	C: ?	D: 23%	E: ?	F: ?	G: ?	H: 50µM*	I: ?

> CCOC(=O)c1c(O)c2ccccc2n(-c2ccccc2)c1=O
  A: -10%	B: 0%	C: 1%	D: -1%	E: -14%	F: 0%	G: -7%	H: ?	I: 0%

> CCCCCC(=O)Nc1ccc(C(=O)COC(=O)Cn2cnc3c2c(=O)n(C)c(=O)n3C)cc1
  A: /	B: /	C: 12%	D: -1%	E: /	F: 19%	G: -8%	H: 2%	I: -7%

> CC1=CC2=NC(=O)/C(=C\c3cccn3CCOc3ccccc3)C(=N)N2O1
  A: -18%	B: -6%	C: ?	D: -8%	E: 8%	F: 6%	G: -23%	H: ?	I: -7%

> c1ccc2c(c1)CNC1(CCCCC1)C2
  A: -2%	B: 3%	C: -5%	D: 0%	E: -15%	F: -6%	G: 5%	H: -2%[12.7 µM]	I: -5%

> Cc1cc(-c2nc3ncccc3o2)ccc1NC(=O)COc1ccccc1C
  A: -11%	B: 0%	C: 3%	D: /	E: 0%	F: 11%	G: -8%	H: 3%[59 µM]	I: -8%[60.1 µM]

> COCCN(Cc1ccccc1)C(=O)c1ccc2c(=O)n3c(nc2c1)CCC3
  A: /	B: /	C: 8%	D: 16%	E: /	F: 29%	G: -10%	H: 7%	I: -3%

> CC(=O)c1c(C)[nH]c(C(=O)OCC(=O)Nc2cc(Cl)ccc2[N+](=O)[O-])c1C
  A: -3%	B: -1%	C: ?	D: -3%	E: 9%[57.1 µM]	F: -9%	G: -20%	H: 50µM*	I: 3%[60.1 µM]

> CC1CCc2c(sc(NC(=O)CCCn3cnc([N+](=O)[O-])n3)c2C(N)=O)C1 (centres undefined)
  A: -9%	B: -1%	C: -22%	D: 2%	E: 7%	F: 2%	G: -17%	H: ?	I: 6%

> COc1ccc(-c2cc(C(=O)N3CCN(c4ccccc4)CC3)no2)cc1
  A: -1%&39%	B: -6%&-7%	C: -12%&-1%	D: -7%	E: 39%	F: 120%&-15%[activator]	G: -6%&-1%	H: -5%	I: -3%&-4%

> C/C(=N\N=C(/N)c1nonc1N)c1ccc2c(c1)OCO2
  A: -8%	B: -1%	C: -24%	D: -1%	E: 0%	F: -21%	G: -12%	H: 5%	I: 2%

> O=C(Nc1ccc2ccccc2c1)c1onc2c1CCCC2
  A: -15%	B: -10%	C: 4%	D: 11%	E: 21%	F: -2%	G: -9%	H: 19%[12.7 µM]	I: -9%

> Cc1c(Cl)cccc1NC(=S)NNc1ncc(C(F)(F)F)cc1Cl
  A: -24%	B: -7%	C: -6%	D: 8%	E: 1%	F: 11%	G: -15%	H: 71µM*	I: -16%

Screens as filed in PubChem BioAssay.
